14-3-3g Raf: modulators of 14-3-3 gamma protein binding, primary screen, biochemical, fluorescence polarization | 14-3-3 protein gamma (Homo sapiens), P61981 | FP, 14-3-3gamma / TMR-pS259-Raf peptide binding | inhibition, % at 40 µM | 0.19% of 160,000 active; in the data active means inhibition above about 30%;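 further: 0% = protein plus tracer without compound and 100% = blank with tracer alone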
Target sequence (P61981 whole entry, looked up): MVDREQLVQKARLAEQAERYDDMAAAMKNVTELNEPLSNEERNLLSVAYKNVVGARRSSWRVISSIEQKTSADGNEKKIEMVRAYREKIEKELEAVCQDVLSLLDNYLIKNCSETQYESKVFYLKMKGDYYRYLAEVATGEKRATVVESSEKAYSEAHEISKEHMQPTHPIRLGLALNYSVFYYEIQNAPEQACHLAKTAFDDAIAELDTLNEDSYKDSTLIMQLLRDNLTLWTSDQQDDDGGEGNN
Active calls of the source: *; & = joins results of further samples.

For C=CCn1c(NC)cc(=O)n(C)c1=O the results were 14-3-3g Raf -1&2.
`O=C1CSC(c2cc3c(cc2[N+](=O)[O-])OCO3)N1c1ccc(Cl)cc1` (configuration not stated) gave 14-3-3g Raf -4.
For COc1ccc(C2c3c(oc4ccccc4c3=O)C(=O)N2Cc2ccncc2)cc1OC (configuration not stated) the results were 14-3-3g Raf -28.
`Cc1ccc(CN2C(=O)CCC2C(=O)NCc2ccc3c(c2)OCO3)cc1` (configuration not stated) gave 14-3-3g Raf -5&-4.
Screening COc1cccc(Oc2cc([N+](=O)[O-])cc3c2C(=O)Nc2ccccc2O3)c1 returned 14-3-3g Raf 61*.
For CCOc1ccc(CNc2cccc(-c3nc4ccccc4o3)c2)cc1 the results were 14-3-3g Raf -21.
O=C(Nc1ccc(-c2nc3ccccc3[nH]2)cc1)c1ccc(-c2ccc(Cl)cc2)o1 was read as 14-3-3g Raf -28.
`O=C(CN(c1ccc(Br)cc1)S(=O)(=O)c1ccccc1)NCC1CCCCC1` gave 14-3-3g Raf -9.
For NS(=O)(=O)c1ccc2nc(NC(=O)c3cc(-c4ccccc4)nc4ccccc34)sc2c1 the results were 14-3-3g Raf -8.
CCOC(=O)C1CCCN(C(=O)c2sc3ncnc(N4CCc5ccccc5C4)c3c2C)C1 (configuration not stated) was read as 14-3-3g Raf -2.

The closing four compounds of the section above are carried over, then new ones follow.
O=C(Nc1ccc(-c2nc3ccccc3[nH]2)cc1)c1ccc(-c2ccc(Cl)cc2)o1 was read as 14-3-3g Raf -28.
`O=C(CN(c1ccc(Br)cc1)S(=O)(=O)c1ccccc1)NCC1CCCCC1` gave 14-3-3g Raf -9.
For NS(=O)(=O)c1ccc2nc(NC(=O)c3cc(-c4ccccc4)nc4ccccc34)sc2c1 the results were 14-3-3g Raf -8.
CCOC(=O)C1CCCN(C(=O)c2sc3ncnc(N4CCc5ccccc5C4)c3c2C)C1 (configuration not stated) was read as 14-3-3g Raf -2.
For O=[N+]([O-])c1cccc(S(=O)(=O)Nc2ccc3oc4c(c3c2)CCCC4)c1 the results were 14-3-3g Raf -4.
COc1ccc(-n2c(SCc3ccc(F)cc3)nc3ccsc3c2=O)cc1 was read as 14-3-3g Raf 0.
For Cc1[nH]nc(SCC(=O)N2CCc3ccccc3C2)c1[N+](=O)[O-] the results were 14-3-3g Raf 2.
`COc1cccc2c(=O)n(CC(=O)N3CCN(c4ccccc4)CC3)ccc12` gave 14-3-3g Raf -6.
CCOc1cc(C2C3=C(CC(C)(C)CC3=O)Nc3ccccc3N2C(=O)C(F)(F)F)ccc1O (configuration not stated) was read as 14-3-3g Raf -6.
Screening CC1=CC(C)(C)Nc2cc(C)ccc21 returned 14-3-3g Raf 0.
For CCNc1nc(Oc2ccccc2)nc(OC(C)C(=O)OCC)n1 (configuration not stated) the results were 14-3-3g Raf -3.
CC1CCC(NC(=O)CCCCCn2c(=S)[nH]c3ccc(Br)cc3c2=O)CC1 (configuration not stated) was read as 14-3-3g Raf -3.
C=CCN1C(=O)C(CC(=O)NCC)SC1=Nc1ccc(S(N)(=O)=O)cc1 (configuration not stated) was read as 14-3-3g Raf -11.
For CCOc1ccc(NC(=O)CSc2cn(Cc3ccc(Cl)cc3)c3ccccc23)cc1 the results were 14-3-3g Raf -3.
`Cn1cnc(S(=O)(=O)Nc2ccc(C(F)(F)F)cc2)c1` gave 14-3-3g Raf 10.
`O=C(c1cc2c(=O)oc3ccccc3c2s1)N1CCC(N2CCCCC2)CC1` gave 14-3-3g Raf 2.
For COc1cc2ccccc2cc1C(=O)Nc1ccc2c(c1)OCCO2 the results were 14-3-3g Raf 3.
`O=c1[nH]c2ccc(S(=O)(=O)Nc3ccccc3Cl)cc2s1` gave 14-3-3g Raf -3.
O=C(COC(=O)c1ccc(Br)o1)Nc1ccc(S(=O)(=O)N2CCCC2)cc1 was read as 14-3-3g Raf -3.
Screening CC(=O)Nc1ccc(S(=O)(=O)Nc2c(C)[nH]c(=O)[nH]c2=O)cc1 returned 14-3-3g Raf 1.
Screening O=C1C2C3C=CC(C3)C2C(=O)N1c1ccc([N+](=O)[O-])cc1 (configuration not stated) returned 14-3-3g Raf 3.
For CCN1CCc2c(sc(NC(=O)c3ccc(S(=O)(=O)N4CCOCC4)cc3)c2C(N)=O)C1 the results were 14-3-3g Raf -33.
Screening Nc1cc(S(N)(=O)=O)ccc1O returned 14-3-3g Raf -3.
Screening C=CCSc1nnc2c(n1)OC(c1ccc3c(c1)OCO3)Nc1ccc(Br)cc1-2 (configuration not stated) returned 14-3-3g Raf -58.
For COC(=O)Nc1cc(C(F)(F)F)ccc1N1CCN(c2ccccc2)CC1 the results were 14-3-3g Raf 3.
`O=C(O)CCC(=O)Nc1ccccc1N1CCOCC1` gave 14-3-3g Raf 5.
`CCN(CC)S(=O)(=O)c1cccc(-c2nnc(SCCOc3ccc(Cl)cc3)o2)c1` gave 14-3-3g Raf -4.
`O=C(C1CCN(S(=O)(=O)c2cccc3nonc23)CC1)N1CCN(c2ccc(F)cc2)CC1` gave 14-3-3g Raf -16.
`O=C(NCC1CCCO1)C1c2ccccc2C(=O)N1Cc1ccccc1Cl` (configuration not stated) gave 14-3-3g Raf -10.
`CN1CCN(S(=O)(=O)c2ccc(NC(=O)c3ccc(Br)s3)cc2)CC1` gave 14-3-3g Raf -7.
Screening O=C(CSc1ccccc1C(=O)O)c1ccc(F)cc1 returned 14-3-3g Raf -3.
`O=C(CCn1c(=S)[nH]c2ccccc2c1=O)NCC1COc2ccccc2O1` (configuration not stated) gave 14-3-3g Raf -1.
`COc1ccc(CC(=O)Nc2c3c(nc4c2CCC4)CCCC3)cc1OC` gave 14-3-3g Raf -10.
Screening Cc1ccc2c(c1)NCC(C(=O)NC1CCC(C)CC1)O2 (configuration not stated) returned 14-3-3g Raf -2&-5.
For Cc1ccc(Nc2nc(C(=O)N3CCC(C(=O)N4CCN(C)CC4)CC3)cs2)cc1 the results were 14-3-3g Raf -2.
`CCC(C)(C)C1CCC2(CC1)NC(CO)(CO)CO2` (configuration not stated) gave 14-3-3g Raf 4.
For CC(C)OCCCNc1ncnc2c1cnn2-c1ccccc1 the results were 14-3-3g Raf 14.
Screening O=C1c2oc3ccc(Cl)cc3c(=O)c2C(c2cccnc2)N1Cc1ccco1 (configuration not stated) returned 14-3-3g Raf -3.
O=C(NCc1cccnc1)NC1CCCN1S(=O)(=O)c1ccc(Cl)cc1 (configuration not stated) was read as 14-3-3g Raf 3.
CC(=O)OCC(=O)[C@@]1(O)CC[C@H]2[C@@H]3CCC4=CC(=O)CC[C@]4(C)[C@H]3C(=O)C[C@@]21C was read as 14-3-3g Raf 4&0.
`COCCSc1ccccc1C(=O)NCCCn1ccnc1` gave 14-3-3g Raf 4.
`CCOC(=O)C1=C(C)NC2=C(C(=O)C(C(=O)OC)C(C)C2)C1c1cc2c(cc1Br)OCO2` (configuration not stated) gave 14-3-3g Raf 1.
Screening O=C(CSc1nc2scc(-c3cccs3)c2c(=O)n1-c1ccccc1)Nc1ccc2c(c1)OCCO2 returned 14-3-3g Raf -39.
For COc1ccc(C)cc1-n1nnnc1SCC(=O)c1ccc2c(c1)OCCO2 the results were 14-3-3g Raf -7.
O=C(CSc1n[nH]c(-c2ccco2)n1)N1CCOCC1 was read as 14-3-3g Raf 10.
For Cc1c(C(=O)NC(C)C)sc2ncnc(N3CCCCC3C)c12 (configuration not stated) the results were 14-3-3g Raf 0.
Screening CCCOc1ccc(C(=O)Nc2ccc3oc(-c4ccc(N(C)C)cc4)nc3c2)cc1 returned 14-3-3g Raf -9.
For COc1ccccc1NC(=O)c1sc(=S)n(-c2ccccc2OC)c1N the results were 14-3-3g Raf -56.
Cc1ccccc1Oc1cc(NC(=O)CCCn2nc(C)c([N+](=O)[O-])c2C)cc([N+](=O)[O-])c1 was read as 14-3-3g Raf -14.
Screening Cc1cccc(OCCCC(=O)Nc2nc(-c3ccc(Br)cc3)cs2)c1 returned 14-3-3g Raf 4.
`CC(Cc1c[nH]c2ccccc12)NC(=O)c1ccc(Cl)cc1` (configuration not stated) gave 14-3-3g Raf -17.
Screening CCOc1cc2c(C(=O)O)cn(CC(C)C)c(=O)c2cc1OCC returned 14-3-3g Raf -5.
O=S(=O)(c1ccc(Cl)cc1)N1CCSC1c1ccccc1Cl (configuration not stated) was read as 14-3-3g Raf 2.
Screening C/C=C/Cn1c(Br)nc2c1c(=O)[nH]c(=O)n2C returned 14-3-3g Raf 6.

Reprinted at random: 3 compounds from above.
Screening CCCOc1ccc(C(=O)Nc2ccc3oc(-c4ccc(N(C)C)cc4)nc3c2)cc1 returned 14-3-3g Raf -9.
For COc1ccccc1NC(=O)c1sc(=S)n(-c2ccccc2OC)c1N the results were 14-3-3g Raf -56.
Screening C/C=C/Cn1c(Br)nc2c1c(=O)[nH]c(=O)n2C returned 14-3-3g Raf 6.

More structures follow:
Cc1cc(C)nc(N2CCCC(C(=O)Nc3ccc4c(c3)OCCO4)C2)n1 (configuration not stated) was read as 14-3-3g Raf -1.
Screening Cc1c(Cl)cccc1NS(=O)(=O)c1ccc2[nH]cc(C(=O)NC3CCCCC3)c(=O)c2c1 returned 14-3-3g Raf 1.
For CCOC(=O)c1cnc2ccccc2c1Nc1cccc(C)c1 the results were 14-3-3g Raf -7.
O=S(=O)(c1ccc(Oc2ccc(S(=O)(=O)N3CCOCC3)cc2)cc1)N1CCOCC1 was read as 14-3-3g Raf 4&-10.
`NC(=O)c1ccsc1NC(=O)CSc1nc2ccccc2c(=O)n1CCCO` gave 14-3-3g Raf -9.
CC(=O)Nc1ccc(CN2CCCCCCC2)cc1 was read as 14-3-3g Raf -4.
`CC(C)(C)c1ccc(C2NC(=O)NC(O)(C(F)(F)F)C2C(=O)c2ccc(Cl)cc2)cc1` (configuration not stated) gave 14-3-3g Raf -8.
`Cc1cc(C(F)(F)F)c(C#N)c(SCC(=O)NC(C)(C)C)n1` gave 14-3-3g Raf 0.
`O=C(CCN1C(=O)C2C3CCC(C3)C2C1=O)Nc1ccccc1C(F)(F)F` (configuration not stated) gave 14-3-3g Raf -2.
`CCCCOC(=O)c1c(N)n(-c2cc(OC)ccc2OC)c2nc3ccccc3nc12` gave 14-3-3g Raf -22.
For O=C(Nc1ccc2c(c1)OCO2)c1ccc(-c2ccc([N+](=O)[O-])cc2)o1 the results were 14-3-3g Raf 9.
Screening COc1ccc(-c2cnnn2-c2ccc(NC(=O)c3cc4ccccc4oc3=O)cc2)cc1OC returned 14-3-3g Raf -14.
`COC(=O)c1c2c(nc3ccccc13)CCC2` gave 14-3-3g Raf -21.
`CCOC(=O)c1cnc2ccccc2c1NCCN1CCOCC1` gave 14-3-3g Raf 4.
`CCCCCOC(=O)Cn1c(N2CCOCC2)nc2c1c(=O)[nH]c(=O)n2C` gave 14-3-3g Raf -3&-2.
For CCSc1nc2sc3c(c2c(=O)n1CC)CCCC3 the results were 14-3-3g Raf -12.
`COCC(=O)Nc1nc(-c2ccccc2)ns1` gave 14-3-3g Raf 4.
Screening CCn1c(CSc2nnc(-c3ccoc3C)n2C)nc2cc(S(=O)(=O)N(C)C)ccc21 returned 14-3-3g Raf -4.
Screening Nc1ccc2c(c1)S(=O)(=O)c1cc(N)ccc1-2 returned 14-3-3g Raf -42.
CCOC(=O)c1sc(=NC(=O)c2cc(OC)c(OC)c(OC)c2)n(C)c1C was read as 14-3-3g Raf -1&-3.
Screening Fc1ccc2[nH]c3c(N4CCN(c5ccccc5)CC4)ncnc3c2c1 returned 14-3-3g Raf 2.
For CCc1ccc(S(=O)(=O)n2nnc3ccccc32)cc1 the results were 14-3-3g Raf -6.
CCC1Oc2ccc(C)cc2N(CC(=O)NCCC2=CCCCC2)C1=O (configuration not stated) was read as 14-3-3g Raf -3&-8.
O=C(NCc1cccs1)C1CCCN(c2nc3ccccc3o2)C1 (configuration not stated) was read as 14-3-3g Raf -6&-10.
For COC(=O)c1c(O)cc(=O)[nH]c1N the results were 14-3-3g Raf -8.
For CC(=O)C1=C(O)C(=O)N(c2nc3ccccc3s2)C1c1ccc(C(C)C)cc1 (configuration not stated) the results were 14-3-3g Raf -17.
`O=[N+]([O-])c1ccc(S(=O)(=O)N2CCN(Cc3c[nH]c4ccccc34)CC2)cc1` gave 14-3-3g Raf -2.
`CC1(C)CC(=O)C=C(Nc2ccccc2O)C1` gave 14-3-3g Raf -4&-8.
CCC(C(=O)Nc1cccc([N+](=O)[O-])c1)(C(F)(F)F)C(F)(F)F was read as 14-3-3g Raf -1.
CCOc1ccc(S(=O)(=O)N(CC(=O)N2CCCC2)c2ccc(C)cc2)cc1 was read as 14-3-3g Raf -4.

Sorted by heavy-atom count (rising): some entries from above
For COC(=O)c1c(O)cc(=O)[nH]c1N the results were 14-3-3g Raf -8.
Screening Fc1ccc2[nH]c3c(N4CCN(c5ccccc5)CC4)ncnc3c2c1 returned 14-3-3g Raf 2.
For CC(=O)C1=C(O)C(=O)N(c2nc3ccccc3s2)C1c1ccc(C(C)C)cc1 (configuration not stated) the results were 14-3-3g Raf -17.

The listing continues:
Screening Cc1nc(S(=O)(=O)N2CCOCC2)c(C#N)c(C)c1Cl returned 14-3-3g Raf 0.
Cc1ccc(OCC(=O)NCCC2=CCCCC2)cc1 was read as 14-3-3g Raf 1.
COc1cccc(N(CC(=O)NC(C)(C)C)C(=O)C2CSC(=O)C2)c1 (configuration not stated) was read as 14-3-3g Raf 5.
Cc1cccc(Nc2ncnc3c2cnn3C)c1 was read as 14-3-3g Raf -1.
Screening CCCCn1c2c(c(=O)n(C)c1=O)C(CC(=O)OCC(=O)Nc1cccc(C(F)(F)F)c1)C(=O)N2 (configuration not stated) returned 14-3-3g Raf -6.
Screening COc1ccc(C)cc1NC(=O)CN1CCN(c2ccc(F)cc2)CC1 returned 14-3-3g Raf 0.
For CCCCOc1c(OCCCC)c(=O)c1=O the results were 14-3-3g Raf -14.

Only part of the results is shown; rates above refer to the full screens.
